Compound activity: PubChem, National Center for Advancing Translational Sciences (NCATS)
a7 integrin act: activators of alpha7 integrin expression for muscular dystrophy; alpha7betagal myoblasts, beta-gal FDG fluorescence, 48 h; Potency, µM (doses to about 38.3 µM), inactives show at the top dose activation, usual class: activators; 350,000 tested, 0.064% active; AID 624291;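 also: potency is read from the fitted curve at half-maximal effect; 100% = response of the positive control SU9516; nearly all actives have a fitted effect of over 60% in size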
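alpha7betagal+/- myoblasts (passage 13, 250/well) treated 48 h at 37C with compounds at 1:260 dilution of DMSO stock. Lysed, then beta-galactosidase activity read as FDG fluorescence (ex 480/em 540) after 30 min, with pre-read for autofluorescence.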
GALK inhibitor: galactokinase (human) inhibition. P51570. Purified GALK, Kinase-Glo residual ATP luminescence. Potency, µM (series often up to 57.5 µM), for the others: at the highest dose activity change, negative = inhibition, actives largely listed as inhibitors. 270,000 tested, 0.007% active. AID 1868; also: potency is read from the fitted curve at half-maximal effect; % is scaled to controls: 0 for no effect and ±100 for the full control effect
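Galactose (100 uM) and ATP (35 uM) were turned over by 5 nM GALK for 1 h at RT. Kinase-Glo Plus then converted the remaining ATP into a luminescent signal.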
PTAP TSG101 blk: blocks PTAP/TSG101 interaction to inhibit HIV-1 budding; Q99816; Fluorescence polarization, FITC-PTAP peptide / Tsg101 binding; Potency, µM (top dose mostly 115 µM), for inactives: at the top dose activity change, negative = inhibition, most hits filed as inhibitors; 340,000 tested, under 10 active; active = well fitted inhibition curve with a large enough effect in the main read-out, with a control signal flat, not every such curve was filed as active; inconclusive = small, poorly fitted or top-dose-only effect, or effect the other way, or a change in a side signal; inactive = no such curve, though single readings can be large or run the other way; also: potency is read from the fitted curve at half-maximal effect; % of control where 0% means no effect
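Compounds were pin-transferred onto Tsg101 binding domain (10 uM final) in HEPES pH 7.5 buffer, then FITC-PTAP peptide was added at 50 nM final. After 20 min at RT, polarization reported peptide displacement across a qHTS concentration series.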
ASM inhibitor: blocks human secretory acid sphingomyelinase; P17405; placental ASM, HMU-PC fluorogenic substrate, 60 min; Potency, µM (titrated, usually from 57.5 µM), inactives show at the highest dose activity change, negative = inhibition, hits mostly inhibitors; 340,000 tested, 0.006% active; also: potency is read from the fitted curve at half-maximal effect
Target sequence (P17405 47-631 limits assumed): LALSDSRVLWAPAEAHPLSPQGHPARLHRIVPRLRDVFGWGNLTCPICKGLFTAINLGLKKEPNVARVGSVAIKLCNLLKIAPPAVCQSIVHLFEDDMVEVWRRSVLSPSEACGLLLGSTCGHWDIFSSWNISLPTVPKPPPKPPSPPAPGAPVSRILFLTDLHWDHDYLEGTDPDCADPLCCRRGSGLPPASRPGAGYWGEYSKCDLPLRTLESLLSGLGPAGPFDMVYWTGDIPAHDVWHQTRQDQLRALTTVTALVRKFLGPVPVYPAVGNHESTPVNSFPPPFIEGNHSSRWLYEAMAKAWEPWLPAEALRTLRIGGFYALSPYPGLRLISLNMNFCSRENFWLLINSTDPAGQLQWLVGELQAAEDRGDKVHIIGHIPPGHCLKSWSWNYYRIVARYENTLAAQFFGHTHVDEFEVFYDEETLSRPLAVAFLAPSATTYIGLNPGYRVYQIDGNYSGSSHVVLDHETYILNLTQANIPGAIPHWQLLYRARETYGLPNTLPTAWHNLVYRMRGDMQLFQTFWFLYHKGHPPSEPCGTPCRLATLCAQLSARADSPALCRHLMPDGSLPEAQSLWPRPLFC
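Human placenta-derived ASM preincubated with compound 10 min at room temperature, then reacted with 9 uM (final) fluorogenic HMU-PC substrate for 60 min at 37 C. Stop solution raises pH to 10; fluorescence read at Ex 386/Em 447 nm.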
B2AR arrestin: agonists driving beta-arrestin recruitment to human beta2-adrenergic receptor | P07550 | beta-arrestin recruitment to beta2AR, cell-based reporter | Potency, µM (highest dose often 46.1 µM), inactives show at the highest dose activation, actives largely listed as activators | 330,000 tested, 0.02% active | AID 492947;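 also: potency is read from the fitted curve at half-maximal effect; 0% = DMSO controls and full agonism = EC100 isoproterenol or metaproterenol; nearly all actives have a fitted effect of over 65% in size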
Tb PFK block: inhibitors of T. brucei phosphofructokinase | O15648 | T. brucei PFK, ADP-Glo luminescence | 330,000 tested, 0.17% active | Potency, µM (series often up to 57.5 µM), without a hit: at the top dose activity, negative = inhibition, hits mostly inhibitors | AID 485367;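 also: potency is read from the fitted curve at half-maximal effect; 0% = uninhibited 1x PFK enzyme wells and -100% = no-enzyme wells; nearly all actives have a fitted effect of over 60% in size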
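Compounds were pin-transferred as a titration series up to 57 uM into substrate buffer (0.5 mM F6P, 0.1 mM ATP, pH 8.0), then 1.25 nM PFK was added and reactions ran 45 min before ADP-Glo detection.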
PKM2 activator: increases activity of human pyruvate kinase M2. P14618. purified PKM2, Kinase-Glo ATP luminescence, activation; response scale: 0% is enzyme alone, no compound. Potency, µM (top dose mostly 57.5 µM), without a hit: at the top dose activation, most hits filed as activators. 260,000 tested, 0.34% active; also: potency is read from the fitted curve at half-maximal effect; % is scaled to controls: 0 for no effect and ±100 for the full control effect; nearly all actives have a fitted effect of over 55% in size
Target sequence (P14618 whole entry, looked up): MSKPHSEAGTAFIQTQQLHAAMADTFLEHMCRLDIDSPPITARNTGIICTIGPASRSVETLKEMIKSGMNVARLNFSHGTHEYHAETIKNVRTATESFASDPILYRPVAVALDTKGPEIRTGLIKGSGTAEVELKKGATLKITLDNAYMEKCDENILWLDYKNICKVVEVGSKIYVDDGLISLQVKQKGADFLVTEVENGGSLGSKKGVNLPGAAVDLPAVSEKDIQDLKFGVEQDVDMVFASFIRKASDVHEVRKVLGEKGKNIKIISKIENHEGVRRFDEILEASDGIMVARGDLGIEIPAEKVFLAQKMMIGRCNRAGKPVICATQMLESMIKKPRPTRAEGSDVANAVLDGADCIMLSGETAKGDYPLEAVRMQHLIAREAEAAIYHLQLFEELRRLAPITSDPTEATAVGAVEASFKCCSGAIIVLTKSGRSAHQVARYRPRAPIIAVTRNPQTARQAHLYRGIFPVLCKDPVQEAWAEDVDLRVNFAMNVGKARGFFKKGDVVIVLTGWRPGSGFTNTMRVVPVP
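Purified hPK-M2 (>95%) run at intermediate activity with 0.1 mM ADP and 0.5 mM PEP in 50 mM imidazole pH 7.2, KCl, MgCl2; 1 h room temperature. ATP formed read by Kinase-Glo luminescence; normalized to uninhibited and no-enzyme controls.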
BCR signal inh: blocks chronic active B-cell receptor signaling; ABC-DLBCL IkBa-CBG/CBR reporter, luminescence ratio, 4 h; Potency, µM (titrated, usually from 46.1 µM), for inactives: top-dose ratio change, negative = lower green/red ratio, hits mostly inhibitors; 340,000 tested, 0.05% active; active = well fitted inhibition curve with a large enough effect in the signal ratio, with a control signal flat, not every such curve was filed as active; inconclusive = small, poorly fitted or top-dose-only effect, or effect the other way, or a change in a side signal; the % refers to the signal ratio;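 also: potency is read from the fitted curve at half-maximal effect; plate controls were basal doxycycline-induced cells for no effect and cells given 10 µM MG132 for full effect; MG132 reads +100%, hits lower the ratio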
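TMD8 human ABC-DLBCL cells with doxycycline-inducible IκBα–green luciferase fusion and unfused red luciferase, in 0.5% FBS medium; compounds up to 46 uM, 4 h at 37C. Green/red luminescence ratio, filter-overlap corrected, fitted to concentration-response curves.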
Giardia killer: Giardia lamblia killing; 340,000 tested, 0.15% active; Giardia lamblia trophozoite viability; activity change, % at 7.66 µM, hits read low; in the data active = activity change below about -80%; inconclusive = between about -30% and that limit;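 also: parasites exposed to compound for two days anaerobically before the ATP read; % is scaled to controls: 0 for no effect and ±100 for the full control effect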
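Giardia trophozoites, 100 cells per well, were exposed to compounds for 48 hrs at 37 deg C under anaerobic conditions; viability was then read as ATP content by bioluminescence after 15-30 min at room temperature.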
Menin-MLL TR inh: menin-MLL binding inhibition, Texas Red mutant peptide | O00255 | Menin + Texas Red MLL mutant peptide, fluorescence polarization | Potency, µM (titrated, usually from 61.6 µM), for the others: top-dose FP activity change, negative = inhibition, most hits filed as inhibitors | 270,000 tested, 0.23% active | AID 1768; active = well fitted inhibition curve with a large enough effect in the polarisation, with a control signal flat, not every such curve was filed as active; inconclusive = small, poorly fitted or top-dose-only effect, or effect the other way, or a change in a side signal; inactive = no such curve, though single readings can be large or run the other way; the % refers to the polarisation; also: potency is read from the fitted curve at half-maximal effect; % of control where 0% means no effect; many of its hits are not listed in these tables
Coupling enz: coupling enzyme interference in Giardia aldolase counter-screen; 290,000 tested, 0.67% active; coupling enzyme system counterscreen, AmpLite Red fluorescence; AID 2472; activity change, negative = inhibition, % at 58.2 µM, hits read low; in the data active = activity change below about -30%; also: % is scaled to controls: 0 for no effect and ±100 for the full control effect
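First, compound is pin-transferred into glyceraldehyde-3-phosphate coupling-enzyme reagent at 57.5 uM final and held 10 min at RT. Next, substrate, coupling system and AmpLite Red are added. After 20 min RT, fluorescence (525/598 nm) is read.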
Numbers without * were called inactive; ? = inconclusive; . = no result given; [ ] = remark or other dose. Unless noted, calls follow the shape of the dose curve; as a rule, active = well fitted curve in the direction sought with a large enough effect; inconclusive = small, poorly fitted or top-dose-only effect, or another doubt; inactive = no such curve, though single readings can be large; an effect the other way counts as inactive or inconclusive. Only part of the results is shown; rates above refer to the full screens.

SMILES | a7 integrin act | GALK inhibitor | PTAP TSG101 blk | ASM inhibitor | B2AR arrestin | Tb PFK block | PKM2 activator | BCR signal inh | Giardia killer | Menin-MLL TR inh | Coupling enz
CCCCC(=O)N=c1sc2c(OC)ccc(OC)c2n1C | ? | 3% | 0% | -1% | 0.0% | 1% | 3% | 6% | 28 | . | 1
Cc1cc(C)c2c(N)c(C(=O)NN3CC(=O)N(c4cccc(Cl)c4)CC3=O)sc2n1 | -2% | 3% | -2% | 34%[activator] | -0.6% | 0% | -1% | ? | 18 | . | 1
O=C(/C=C/c1ccc(Br)o1)Nc1nccs1 | ? | 10% | 2% | -2% | 0.1% | -5% | -1% | 2% | -24 | 3% | 3
Cc1ccc(S(=O)(=O)CC(=O)c2cc(C)c(O)c(C)c2)cc1 | 14% | 5% | 1% | 2% | -1.1% | -9% | 12% | ? | -6 | 15% | 1
O=S1CCCSC1c1cccnc1 (stereo unspecified) | 2% | -1% | . | -11% | -0.4% | 5% | -4% | 12% | 1 | 1% | -1
COc1ccc(NC(=O)c2cccc3c2C(=O)N(C2CCCCC2)C3)cc1 | -37% | 5% | -2% | -20% | -0.3% | -3% | . | -5% | -8 | . | .
COc1ccc(NC2CCCN(C(=O)CCN3CCCO3)C2)cc1 (stereo unspecified) | -32% | -1% | -2% | 1% | -0.4% | 0% | 6%[0.46 µM] | 8% | 5 | 5% | -5
CC(=O)Nc1cc2nn(-c3ccccc3)nc2cc1Cl | 11% | 0% | -4% | -1% | 0.0% | 13% | 5% | ? | 5 | -17% | 2
O=C(CSc1nnc(CNC(=O)C23CC4CC(CC(C4)C2)C3)n1-c1ccc(F)cc1)Nc1ccccc1 | -4% | -5% | -2% | 0% | -0.7% | 10% | 8% | -6% | 15 | -5% | 1
CCN(C(=O)CSc1ccccn1)C1CCCCC1 | 13% | . | -8% | -2% | -0.2% | 0% | . | 4% | 20 | . | .
O=C(CSc1ccccc1C(=O)O)NCC1CCCCC1 | -9% | 1% | 0% | -2% | -0.1% | -1% | -1% | 5% | 1 | -1% | 9
CC1CCCCC1NC(=O)CSc1nc2ccccc2[nH]1 (stereo unspecified) | 1% | -4% | 0% | -2% | -0.1% | 0% | 3% | 4% | -7 | -25% | -1
N#C/C(=C(\O)c1ccco1)c1ccccn1 | 9% | 4% | 1% | 2% | -0.1% | 3% | -8% | 1% | -8 | 1% | 2
C[C@]12CCC3C(CC[C@H]4CCCC[C@]34C)C1CC[C@@]2(O)CNCCO (stereo partly specified) | -14% | . | 0% | -5% | 0.1% | 1% | . | ? | -15 | ? | 1
Brc1ccccc1Cn1c(-c2cscn2)nc2ccccc21 | 7% | 4% | -2% | -14% | 0.0% | 0% | 9% | ? | -7 | -5% | 0
Cc1ccc(C(=O)/C=C2\NCC(C)NC2=O)cc1 (stereo unspecified) | 4% | -3% | -4% | -4% | 0.3% | 1% | -2% | ? | -2 | 10% | .
Cc1ccc(S(=O)(=O)N/N=C/c2c(C)nn(-c3ccccc3)c2C)cc1 | -2% | -3% | 0% | -5% | 0.1% | 2% | 4% | 9% | -7 | 19% | 2
Cc1ccc(Cl)cc1N1CCN(S(=O)(=O)c2c(C)[nH]c(=O)[nH]c2=O)CC1 | 5% | -4% | -3% | -1% | 0.1% | -1% | -3% | ? | 7 | ? | 5
O=C(COC(=O)/C=C/c1cccc(C(F)(F)F)c1)NC(=O)NCc1ccccc1 | -13% | . | 0% | 1% | -0.4% | -5% | . | -10% | -14 | . | .
COc1ccccc1NC(=O)NNC(=O)c1ccc2c(c1)NC(=O)C(C)(C)O2 | -1% | -1% | -1% | 1% | -0.7% | 0% | . | -10% | 46[activator] | . | 1
CCN(CCO)c1ncnc2onc(-c3ccc(F)cc3)c12 | 0% | 4% | -7% | 1% | 0.4% | 2% | . | -2% | 21 | ? | 1
N#CC(C#N)=Cc1cccn1-c1ccc(C(=O)O)cc1 | -14% | 8% | -12% | -3% | 0.0% | ? | -1% | -7% | -20 | 15% | 20
CCC(NC(=O)c1ccccc1O)c1ccccc1 (stereo unspecified) | 3%[7.66 µM] | 1% | -7% | 0% | -2.0% | 5% | -5% | 3% | -10 | 12% | -1
CCC(=O)Nc1cccc(NC(=O)CSc2nnnn2C)c1 | 17% | 1% | 0% | 6% | -0.2% | -2% | -2% | -3% | -18 | -6% | 0
COc1ccc(OCCCCOc2ccccc2Cl)cc1 | 8% | 2% | -6% | -3% | 0.2% | -3% | 0% | ? | -23 | 26% | 2
CCCCOc1ccc(OCCNC(=O)c2ccco2)cc1 | -26% | 0% | -7% | -1% | -0.9% | ? | . | 1% | -16 | -20% | -1
Cn1c(=O)n(C)c2cc(NC(=O)CSc3nnc(-c4ccccc4O)n3-c3ccccc3)ccc21 | 0% | 0% | -4% | -9% | -0.1% | 0% | -5% | -1% | 0 | -1% | -1
O=S(=O)(Nc1cccc(S(=O)(=O)N2CCCCCC2)c1)c1ccccc1 | -27% | 6% | -6% | 1% | -0.6% | -8% | -11% | -1% | -4 | ? | 1
COc1ccc(/C=C2\SC(=O)N(CCc3nnc(N)s3)C2=O)cc1 | 21% | 0% | -4% | 2% | -0.7% | ? | 21% | -1% | 23 | . | 0
Cc1onc(-c2ccccc2)c1NC(=O)N(CCC#N)Cc1ccccc1 | 8% | -1% | -4% | 3% | 6.0% | 3% | -2% | ? | -6 | . | 2
COc1ccc(N(CC(=O)Nc2ccc(C)c(F)c2)S(=O)(=O)c2c(C)noc2C)cc1 | -25% | -2% | -5% | -16% | 0.0% | 1% | . | 0% | -7 | . | .
O=C(NCC1OCCc2ccccc21)c1cc(COc2ccc(F)cc2Cl)on1 (stereo unspecified) | 13% | 1% | -2% | 0% | 0.1% | -1% | -1% | 2% | 37[activator] | -10% | 0
O=C(Nc1ccccc1Cc1ccccc1)c1ccc2c(c1)SC1=NS(=O)(=O)CCN12 | 26% | -2% | 0% | -9% | -0.1% | 3% | -6% | -1% | -5 | 24% | -1
CCOc1cc(C=O)ccc1OS(=O)(=O)c1ccc(NC(C)=O)cc1 | 7% | 1% | 2% | 1% | -0.3% | 2% | 3% | -9% | 1 | 16% | 5
Cc1cc(C(F)(F)F)c(C#N)c(=O)[nH]1 | 10% | -1% | -2% | 73%[activator] | 0.4% | 1% | 8% | 4% | -3 | 6% | -7
O=C(CSc1nnc(C2CC2)n1Cc1ccccc1)N1CCN(S(=O)(=O)c2ccccc2)CC1 | -20% | 3% | -3% | 4% | 0.2% | 0% | 0% | 1% | -13 | -2% | 2
COc1ccccc1Oc1cn[nH]c1-c1ccc(OCC(=O)NN)cc1O | 20% | -6% | 0% | -2% | -0.8% | 0% | . | 1% | 1 | -12% | -1
COc1ccc(-c2sc3ccccc3c2C#CCO)cc1 | 5% | . | -5% | 12% | -0.4% | 6% | 1% | ? | 18 | 47%[activator] | 0
COCC(=O)Nc1ccc(S(=O)(=O)Nc2ccccn2)cc1 | 12% | 9% | 1% | 6% | 0.0% | 0% | -16% | 5% | -11 | 1% | -1
CC1(C)C(=O)N(OCc2ccccc2)C(C)(C)C(=O)N1OCc1ccccc1 | 0% | 3% | -2% | -3% | 0.2% | 4% | 0% | ? | 12 | -9% | 3
CC1(C)OC(=O)C2(Cc3ccccc3N3CCCCC32)C(=O)O1 (stereo unspecified) | 13% | -2% | 0% | 4% | -1.1% | 4% | -6% | 1% | -6 | 1% | -4
Nc1ncnc2c1ncn2[C@@H]1O[C@H](COS(=O)(=O)O)[C@@H](O)[C@H]1O | -21% | . | . | 3% | 0.0% | 25% | . | ? | -7 | . | .
O/N=C(\c1ccc(Cl)cc1Cl)c1ncc(C(F)(F)F)cc1Cl | 12% | 2% | 0% | -4% | 0.2% | 9% | -6% | ? | -14 | 18% | 1
Cc1c(Cl)cccc1N1C(=O)C(N2C(=O)c3cccc([N+](=O)[O-])c3C2=O)C1c1cccs1 (stereo unspecified) | -4% | . | -9% | -6% | -0.1% | -4% | 0% | 0% | 6 | ? | -42*
COc1ccc(C(=O)OCC(=O)NC2CCCC2)cc1OC | -2% | 1% | -5% | 1% | -0.2% | -12% | . | 3% | 10 | 1% | -2
CCCCOC(=O)Nc1ccccc1C(=O)OC | 4% | -1% | -10% | 1% | -0.9% | -27% | 0% | 6% | 14 | -8% | 4
COc1ccc(CNC(C)(C)C)cc1Cl | -1% | -1% | -4% | 1% | -0.9% | 0% | 0% | 4% | -7 | 7% | 5
C1CN(c2nc3nonc3nc2N2CCSCC2)CCO1 | -24% | -2% | -2% | -2% | -0.6% | 0% | 0% | -7% | -1 | . | 0
